# DDE Tn7 FP inh – inhibitors of Tn7 peptide binding to fibrin DD(E), primary screen, biochemical, fluorescence polarization, human fibrin, Tn7 probe | inhibition, % at 8.3 µM | FP displacement of FITC-Tn7 peptide from fibrin DD(E); 0% = median of compound wells per plate | Fibrinogen beta chain (Homo sapiens), P02675 | 370,000 tested, 0.13% active;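 active means inhibition above the mean of compounds falling within the control limits plus 3 SD of them, cut at about 14% in these data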;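 further: 0% = plate median of compound wells and 100% = 10 µM Aha-Tn7 peptide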
#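 Assay system: Human fibrin DD(E) protein | Medium: Tris buffer with calcium and detergent, pH 7.8 | Reagent: 0.1 µM fluorescent Tn7 | Compound dosing: Single point at 8.3 µM | Times: 10 min preincubation, 3 h with tracer, room temperature | Detection: Fluorescence polarization of the labelled Tn7 tracer | Controls: Aha-Tn7 high control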
# ADAM17 inh – ADAM17 inhibitors, primary screen, biochemical, QFRET; AID 720648, 2013; recombinant ADAM17, EDANS/DABCYL FRET peptide cleavage; 370,000 tested, 0.83% active; Disintegrin and metalloproteinase domain-containing protein 17 (Homo sapiens), P78536; inhibition, % at 6.95 µM;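 active means inhibition above the mean of compounds lying between control limits plus 3 SD, set per campaign, cut at about 8.5% in these data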;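 further: 0% = DMSO-only wells as the low control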
# Target sequence (P78536 215-824 limits assumed): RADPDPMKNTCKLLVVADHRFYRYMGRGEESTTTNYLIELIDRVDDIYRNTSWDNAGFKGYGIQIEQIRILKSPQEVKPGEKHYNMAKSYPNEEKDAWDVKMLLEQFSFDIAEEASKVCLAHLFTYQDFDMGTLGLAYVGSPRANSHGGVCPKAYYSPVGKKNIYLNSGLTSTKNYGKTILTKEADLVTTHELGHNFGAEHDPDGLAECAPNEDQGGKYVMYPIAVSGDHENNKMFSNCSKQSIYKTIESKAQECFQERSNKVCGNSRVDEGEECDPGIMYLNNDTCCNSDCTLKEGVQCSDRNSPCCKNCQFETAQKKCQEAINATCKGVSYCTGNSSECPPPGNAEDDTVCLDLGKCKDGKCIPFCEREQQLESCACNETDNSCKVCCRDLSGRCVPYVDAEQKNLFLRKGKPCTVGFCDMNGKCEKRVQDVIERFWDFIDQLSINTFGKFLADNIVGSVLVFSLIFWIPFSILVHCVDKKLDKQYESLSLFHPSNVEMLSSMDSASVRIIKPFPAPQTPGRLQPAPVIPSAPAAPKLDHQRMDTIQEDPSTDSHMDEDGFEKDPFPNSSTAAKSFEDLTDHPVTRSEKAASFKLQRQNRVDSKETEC
# proKLK7 act – proKLK7 zymogen activators, primary screen, biochemical, fluorescence intensity | activation, % at 7 µM | Kallikrein-7 (Homo sapiens), P49862 | purified proKLK7, EDANS-DABCYL substrate fluorescence; 100% is mature enzyme control, 0% vehicle | 370,000 tested, 0.9% active;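 active means activation above the mean of all tested compounds plus 3 SD, computed per campaign excluding outliers beyond control limits, cut at about 13% in these data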
# Target sequence (P49862 whole entry, looked up): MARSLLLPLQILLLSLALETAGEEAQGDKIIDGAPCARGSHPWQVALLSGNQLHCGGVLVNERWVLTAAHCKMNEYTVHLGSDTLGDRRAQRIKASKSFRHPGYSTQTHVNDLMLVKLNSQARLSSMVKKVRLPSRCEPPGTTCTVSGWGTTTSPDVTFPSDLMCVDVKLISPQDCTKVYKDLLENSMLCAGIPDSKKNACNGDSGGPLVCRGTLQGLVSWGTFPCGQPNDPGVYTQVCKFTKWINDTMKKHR
# PLC-gamma1 inh – PLC-gamma1 enzyme inhibitors, primary screen, biochemical, fluorescence, purified enzyme; 1-phosphatidylinositol 4,5-bisphosphate phosphodiesterase gamma-1 (Homo sapiens), P19174; fluorogenic substrate; inhibition, % at 12.2 µM; 370,000 tested, 0.84% active; AID 720700, 2013; in the data active means inhibition above about 9.5%
# UHRF1 MBD2 ctr – UHRF1 methylated DNA binding inhibitors, primary screen, counter-screen for MBD2 inhibitor project, biochemical, TR-FRET, human UHRF1, single concentration; E3 ubiquitin-protein ligase UHRF1 (Homo sapiens), Q96T88; UHRF1 binding to methylated oligo; inhibition, % at 4.4 µM; 370,000 tested, 0.75% active; AID 687016, 2013; in the data active means inhibition above about 21%;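 further: UHRF1 SRA domain binding a hemimethylated CpG hairpin DNA probe; 0% = median of test compound wells and 100% = reference inhibitor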
# MBD2 DNA inh – inhibitors of MBD2 binding to methylated DNA, primary screen, biochemical, TR-FRET, DNA-binding domain, human. MBD2 binding to methylated oligonucleotide. 370,000 tested, 0.31% active. Methyl-CpG-binding domain protein 2 (Homo sapiens), Q9UBB5. inhibition, % at 4.4 µM. AID 686964, 2013; in the data active means inhibition above about 13%
# PLC-beta3 inh – human PLC-beta3 inhibitors, primary screen, biochemical, fluorescence; AID 720704, 2013; Purified PLC-beta3, fluorogenic substrate; inhibition, % at 12.2 µM; 370,000 tested, 0.18% active; 1-phosphatidylinositol 4,5-bisphosphate phosphodiesterase beta-3 (Homo sapiens), Q01970; in the data active means inhibition above about 11%;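 further: 0% = median of compound wells on plate and 100% = full blocker control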
# ASAP1 inh – inhibitors of human ASAP1 ArfGAP activity, primary screen, biochemical, fluorescence polarization; inhibition, % at 16.5 µM; Arf-GAP with SH3 domain, ANK repeat and PH domain-containing protein 1 (Homo sapiens), …; ASAP1-stimulated ARF1 GTP hydrolysis, GDP FP detection; 360,000 tested, 0.19% active; AID 624377, 2012; in the data active means inhibition above about 25%;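 further: 0% = vehicle with enzyme and substrate and 100% = no enzyme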
# ARFGAP1 inhibitor – inhibitors of rat ARFGAP1 GAP activity, primary screen, biochemical, fluorescence polarization, GDP tracer | ADP-ribosylation factor GTPase-activating protein 1 (Rattus norvegicus), Q62848 | Arfgap1-stimulated ARF1 GTP hydrolysis, GDP FP detection | inhibition, % at 16.5 µM | 360,000 tested, 0.26% active | AID 651572, 2012;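 active means inhibition above a per-plate limit, mean inhibition of low control wells plus 3 SD, cut at about 25% in these data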;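 further: 0% = DMSO wells with enzyme and 100% = wells lacking Arfgap1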
# Target sequence (Q62848 1-136 limits assumed): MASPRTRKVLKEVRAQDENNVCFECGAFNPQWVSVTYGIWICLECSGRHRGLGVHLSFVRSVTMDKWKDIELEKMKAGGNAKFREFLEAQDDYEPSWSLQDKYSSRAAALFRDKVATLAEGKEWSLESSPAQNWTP
#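 System: truncated rat Arfgap1 GAP domain / Medium: HEPES-based buffer, pH 7.5 / Also added: N-terminally truncated human ARF1-GTP substrate / Incubation: enzyme reaction 120 min at 25 °C after 20 min preincubation / Measured by: FP of antibody-bound GDP Alexa 633 tracer, ex 620/em 688 nm / Replicates: singlicate, each compound tested once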
# Tn6 DDE FP – inhibitors of Tn6 peptide binding to fibrin DD(E), primary screen, biochemical, fluorescence polarization, human fibrin, Tn6 probe | inhibition, % at 8.3 µM | AID 720509, 2013 | Fibrin DD(E) TRITC-Tn6 fluorescence polarization displacement | 370,000 tested, 0.21% active;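 active means inhibition above a per-campaign cutoff: mean of compounds within control limits plus 3 SD, cut at about 15% in these data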;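 further: 0% = median of all compound wells on the plate and 100% = blocking peptide control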
# Active calls of the source: *; i = inactive.
SMILES,DDE Tn7 FP inh,ADAM17 inh,proKLK7 act,PLC-gamma1 inh,UHRF1 MBD2 ctr,MBD2 DNA inh,PLC-beta3 inh,ASAP1 inh,ARFGAP1 inhibitor,Tn6 DDE FP
Cc1nnc2c3ccccc3c(Cl)nn12,-5,-3,0.3,1,-2,-5,-8,-12,8,3
O=C(Nc1nncs1)c1ccccc1Br,8,-2,0.2,0,-3,0,0,-1,-4,3
COc1ccc2[nH]cc(C(=O)NCCc3ccccc3)c(=O)c2c1,-2,-3,0.6,2,0,6,-9,1,3,-5
CCc1ccc(C(=O)C(C)OC(=O)Cn2[nH]c(=O)c3ccccc3c2=O)cc1 (configuration not stated),-6,-1,0.1,-5,0,1,-5,-8,-5,-2
C=CCc1cc(/C=C2/NC(=S)NC2=O)cc(OC)c1O,-5,-2,3.1,-122,-6,-2,-161,9,-8,4
OCc1ccc(-c2cncc3nccn23)cc1,-3,i,23*,-246,1,0,-328,-9,12,-2
Cc1cccc(NS(=O)(=O)c2ccc(C(=O)N3CC(C)OC(C)C3)cc2)c1C (configuration not stated),2,-3,-0.3,1,-2,1,0,6,7,1
CS(=O)(=O)c1ccccc1C(=O)N(CCC1=CCCCC1)c1c(N)n(Cc2ccccc2)c(=O)[nH]c1=O,11,0,0.0,0,-2,5,-10,-18,4,3
Cc1ccc(C(=O)N2NC(c3ccc(F)cc3)C3C(=O)N(c4ccc(C)cc4)C(=O)C32)cc1 (configuration not stated),2,0,0.2,1,1,3,0,-6,0,4
O=c1c(Cl)c(NCc2ccc(F)cc2)cnn1C12CC3CC(CC(C3)C1)C2,-8,-2,0.8,-2,-2,1,0,-1,1,-7
CC(C)(C)S(=O)(=O)c1ccccc1-c1noc(-c2ccccc2)c1C(N)=O,4,1,0.3,2,-1,1,-4,-14,10,4
CSCCC(NC(=O)c1ccccc1)C(=O)Nc1ccc(NC(C)=O)cc1 (configuration not stated),-1,2,-0.3,7,3,-2,4,-3,-13,-10
O=S1(=O)c2c(cccc2N2CCCCC2)O[C@H](COCc2ccccc2)CN1C1CC1,1,7,-0.3,-2,-1,2,1,0,0,-6
CCOc1ccc2[nH]cc(-c3csc(N)n3)c2c1,2,-2,-0.1,-22,-7,-7,-37,3,-1,-2
O=C(O)CCc1nn2c3ccccc3nc2n(-c2ccccc2)c1=O,-9,2,-0.1,3,0,1,5,2,3,0
COc1cc2[nH]c(=S)n(NC(=O)CC(C)C)c(=O)c2cc1OC,1,-6,0.4,2,-1,-9,0,-7,-16,2
Cc1ccc(C(=O)NNC(=O)CSc2nc(N)cc(N)n2)cc1,-2,-10,1.3,-6,-1,-5,-7,-8,2,-3
COC(=O)c1ccc2c(=O)n(-c3ccc(OC)cc3)c(=S)[nH]c2c1,-5,-4,-0.1,-2,-2,-4,-9,2,-1,-12
CCCn1cnnc1CNC(=O)C1CCC(=O)N(CCc2cccc(F)c2)C1 (configuration not stated),-9,0,-0.3,-1,-1,1,-3,17,8,7
COc1ccc(C(O)c2nc(-c3cncnc3)cs2)cc1 (configuration not stated),4,-4,-1.0,1,-1,0,-1,9,-1,2
COC(=O)COc1ccc(S(=O)(=O)NCCC2=CCCCC2)cc1Cl,10,4,0.3,-2,-1,-5,2,-11,-13,9
O=C(Nc1ccccc1)C1=C[C@H](c2csc3ccccc23)C[C@H](OCCCCO)O1,0,1,0.2,-6,3,-4,-6,8,2,-15
O=C(O[C@H]1[C@H](Cc2ccccc2)NS(=O)(=O)[C@H]2C[C@@H]3C=C[C@]12O3)c1ccc([N+](=O)[O-])cc1,9,-2,0.8,0,0,0,3,-3,4,0
Cc1ccc(NC(=O)CCSCCc2ccccn2)cc1,-6,-2,0.5,-2,0,0,-7,-12,5,5
CCCCOc1ccc(C2CCC(C(C)=O)C(C)C2)cc1 (configuration not stated),1,-3,0.4,2,-1,2,-7,-9,11,-2

# Next section; the last 3 above are carried over.
SMILES,DDE Tn7 FP inh,ADAM17 inh,proKLK7 act,PLC-gamma1 inh,UHRF1 MBD2 ctr,MBD2 DNA inh,PLC-beta3 inh,ASAP1 inh,ARFGAP1 inhibitor,Tn6 DDE FP
O=C(O[C@H]1[C@H](Cc2ccccc2)NS(=O)(=O)[C@H]2C[C@@H]3C=C[C@]12O3)c1ccc([N+](=O)[O-])cc1,9,-2,0.8,0,0,0,3,-3,4,0
Cc1ccc(NC(=O)CCSCCc2ccccn2)cc1,-6,-2,0.5,-2,0,0,-7,-12,5,5
CCCCOc1ccc(C2CCC(C(C)=O)C(C)C2)cc1 (configuration not stated),1,-3,0.4,2,-1,2,-7,-9,11,-2
Cc1csc(NC(=O)CSc2nnc(C)s2)n1,-8,-3,-0.1,2,-1,1,0,2,3,7
COc1ccccc1-c1cnc(C(O)c2cccc(C)c2C)[nH]1 (configuration not stated),-9,3,-0.6,1,-1,0,2,-4,9,1
COc1ccc(Cl)cc1NC(=O)CN1CCN(S(=O)(=O)c2ccc(F)cc2)CC1,-1,-3,-0.5,0,4,5,-6,-8,-15,-1
O=C(Nc1nccs1)c1ccc2c(c1)OCO2,0,2,-0.2,0,-3,0,-3,-5,-18,-3
CCCCNS(=O)(=O)c1ccc(NC(=O)Cc2ccc(OC)cc2)cc1,1,-2,-0.5,1,2,3,1,14,0,-4
CC(C)[N+](C)(C)CC(O)CN(c1ccccc1)c1ccccc1 (configuration not stated),-7,-3,0.4,3,2,-1,-1,2,-6,10
Nc1n[nH]c(CCCO)n1,-1,1,-0.1,2,0,1,5,-12,10,1
CCCCN(C(=O)C1CC(=O)N(c2ccc3c(c2)OCCO3)C1)c1c(N)n(CCCC)c(=O)[nH]c1=O (configuration not stated),-7,-6,0.7,1,1,4,-9,-4,-2,-9
O=C(NC1CCCCC1)C1CCN(S(=O)(=O)c2cccc3nsnc23)CC1,-7,-4,0.2,3,-1,-3,-2,9,7,5
COc1ccc(N(CC(=O)NN=C2CCCC2)S(=O)(=O)c2ccccc2)cc1,-9,-1,-0.3,5,7,9,-4,8,-4,-3
CCN(CC)S(=O)(=O)c1ccc(C(=O)NCCN2C(=O)S/C(=C\c3cccnc3)C2=O)cc1,3,-1,-0.6,3,0,-1,0,6,10,-8
COc1ccc(C)cc1NC(=O)COC(=O)c1ccc2c(c1)OCO2,4,-2,-0.1,-1,1,0,-11,-4,-5,0
O=C(C1CCN(CC2CCCCC2)CC1)N1CCCC1,0,1,-0.2,0,-2,0,0,-1,8,4
Cc1ccc(NC(=O)CCCN2C(=O)C(c3ccccc3)Oc3cccnc32)c(C)c1 (configuration not stated),1,0,-0.2,2,0,-7,-2,9,13,-4
COc1cccc(CNC(=O)[C@@H]2CCCN2)c1,-1,-1,0.3,2,-1,-2,4,2,-3,-6
COc1ccc(N2C(=O)c3cc4ccccc4cc3C2=O)cc1,8,-4,0.0,-2,-1,1,0,11,-2,5
Cc1ccc(NC(=O)CCS(=O)(=O)c2ccc3nc(C)sc3c2)cc1,6,-2,0.0,1,-2,3,4,8,5,-2
O=C(CN1CCN(c2ccccc2F)CC1)c1ccc(O)c(O)c1,-3,-3,0.1,4,6,-4,-6,-13,-3,0
CCOC(=O)c1c2c([nH]c(=S)c1C#N)CCCC2,-9,-3,0.1,-15,-2,1,-28,-5,8,5
COc1ccc(CCNC(=O)Cn2cnc3ccccc3c2=O)cc1OC,6,-1,-0.5,-2,3,5,-4,-3,-7,8
CCc1c(O)nc(SCC(=O)Nc2ccccc2C)[nH]c1=O,2,-9,0.3,2,6,3,3,4,0,-4
CCCC1CC(CSC(=N)N)OC1=O (configuration not stated),-2,-5,-0.2,-1,0,-1,1,5,3,-2
Cc1ccc(C(=O)N/N=C/c2c[nH]c3ccccc23)o1,4,1,0.3,-6,-3,-1,-9,3,9,2
CC(=O)c1ccc(-c2nnc(CCC(=O)N3CCCC(C(=O)CC(C)C)C3)o2)s1 (configuration not stated),6,-4,0.4,-2,-3,-1,-1,-1,-9,10
COc1ccc(NC(=O)c2cc(-c3cccs3)on2)c(OC)c1,-2,2,0.0,0,0,-2,-3,0,12,-4
SMILES,DDE Tn7 FP inh,ADAM17 inh,proKLK7 act,PLC-gamma1 inh,UHRF1 MBD2 ctr,MBD2 DNA inh,PLC-beta3 inh,ASAP1 inh,ARFGAP1 inhibitor,Tn6 DDE FP
O=C(CN1C(=O)c2ccccc2C1=O)Nc1ccccc1F,0,-6,0.4,0,6,6,0,8,-5,-5
C=CCOc1cccc(C(=O)N2CCCC(CNS(=O)(=O)c3cccs3)C2)c1 (configuration not stated),2,-2,0.8,1,-5,0,-1,-2,7,3
CC1(C)CC(=O)C(/C=N/c2ncccc2C(=O)O)=C(O)C1,0,-5,1.9,-40,-4,-2,-51,0,21,4
COc1ccc(Cc2nc3ccc(C(=O)N(C)Cc4cc(C)[nH]n4)cc3o2)cc1OC,-4,-4,0.4,-1,0,1,-2,-6,-1,-7
CC(C)CC1C(=O)N(Cc2cn(CC3CCCCC3)nn2)CCS(=O)(=O)N1Cc1ccc(-c2cccc(C#N)c2)cc1 (configuration not stated),-1,0,0.4,5,8,-3,2,-3,-2,4
Cn1c(=O)[nH]c(=O)c2c1nc(N1CCNCC1)n2Cc1ccccc1Cl,-2,-1,0.6,0,0,-2,-3,5,-6,4
Cc1ccsc1C1C(C#N)=C(N)OC2=C1C(=O)CC(C)(C)C2 (configuration not stated),7,-5,-0.5,-1,3,-4,-10,-14,2,-2
CCn1c(SCC(=O)N/N=C/c2c[nH]c3ccccc23)nnc1-c1ccc(Cl)cc1,-3,1,-0.3,0,-2,-4,-1,-2,-1,-1
COc1ccccc1NS(=O)(=O)c1cc(NC(=O)CCc2nc3ccccc3c(=O)[nH]2)ccc1C,4,1,0.0,-14,0,-2,-21,1,7,-7

# Screening results: PubChem, The Scripps Research Institute Molecular Screening Center
